# Screening results as filed in PubChem.
# PfG6PD inh – PfG6PD enzyme inhibitors, primary screen, biochemical, fluorescence intensity, uHTS | glucose-6-phosphate dehydrogenase-6-phosphogluconolactonase (Plasmodium falciparum 3D7) | PfGluPho enzyme, NADPH resazurin-diaphorase fluorescence | inhibition, % at 20 µM | actives 0.78% (n = 350,000);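 active means inhibition reaching at least a set limit at 20 µM in the primary screen, cut at about 59% in these data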;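 further: 0% = DMSO wells with substrate and 100% = DMSO wells lacking glucose-6-phosphate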
# hIAP block – human IAP inhibitors, primary screen, biochemical, luminescence, uHTS; purified IAP, CDP-Star luminescence, 30 min; inhibition, % at 10 µM; actives 0.12% (n = 330,000);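 active means inhibition reaching a set limit with compound at 10 µM in the primary screen, cut at about 35% in these data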;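 further: plate controls were DMSO wells with enzyme for no effect and no-enzyme buffer wells for full effect; values of inactives mirror those of a sister screen read the other way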
# ATG4B inh – ATG4B protease inhibitors, primary screen, biochemical, fluorescence, uHTS | AID 504462, 2011 | ATG4B cleavage of LC3-PLA2, NBD-HPC fluorescence, 1 h | inhibition, % at 8.33 µM | actives 0.51% (n = 340,000) | Cysteine protease ATG4B (Homo sapiens), Q9Y4P1; in the data active means inhibition above about 40%
# mIAP inh – inhibitors of mouse IAP, primary screen, biochemical, luminescence, uHTS; intestinal alkaline phosphatase [Mus musculus]; purified mouse IAP, CDP-Star luminescence, 30 min; inhibition, % at 10 µM; actives 0.2% (n = 330,000); AID 2806, 2010;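 active means inhibition of at least 40% at 10 µM in the primary screen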;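 further: plate controls were DMSO with enzyme for no effect and no enzyme wells for full effect; values of inactives mirror those of a sister screen read the other way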
# APOBEC3A inh – APOBEC3A ssDNA deaminase inhibitors, primary screen, selectivity assay for APOBEC3G inhibitor project, biochemical, FAM/TAMRA oligo cleavage fluorescence | inhibition, % at 20 µM | AID 493011, 2011 | actives 0.41% (n = 330,000) | recombinant A3A, FAM/TAMRA ssDNA deamination fluorescence;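 active means at least 40% inhibition at 20 µM here, with at most 30% in a related deaminase screen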;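 further: plate controls were A3A with DMSO for no effect and wells lacking A3A enzyme for full effect; some results filed as inactive read as strong as hits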
# Target sequence (P31941 whole entry, looked up): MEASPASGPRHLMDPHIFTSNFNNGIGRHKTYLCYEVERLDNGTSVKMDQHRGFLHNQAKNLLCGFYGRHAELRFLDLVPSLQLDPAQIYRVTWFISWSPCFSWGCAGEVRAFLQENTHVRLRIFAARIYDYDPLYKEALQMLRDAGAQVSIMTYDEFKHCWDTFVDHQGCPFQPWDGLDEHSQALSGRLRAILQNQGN
# mIAP activ – activators of mouse IAP, primary screen, biochemical, luminescence, uHTS; muIAP, CDP-Star luminescence, 30 min; active compounds read high; 1 = vehicle-only enzyme signal, 0 = enzyme-free wells; actives 0.24% (n = 330,000); activation factor at 10 µM;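 active means activation factor of at least 2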; further: the source names both 10 and 20 µM as test concentration; values of inactives mirror those of a sister screen read the other way
#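 System: mouse IAP enzyme. Reagent: CDP-Star chemiluminescent phosphatase substrate. Benchmarks: DMSO wells, no-enzyme wells. Times: 30 min enzyme-substrate-compound incubation at room temperature. Detection: luminescence from enzymatic CDP-Star hydrolysis. Doses: test compounds delivered from DMSO solution.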
# HKDC1 inh – HKDC1 hexokinase inhibitors, primary screen, biochemical, fluorescence, uHTS. actives 0.16% (n = 340,000). Q2TB90. AID 493160, 2011. recombinant HKDC1, G6PDH/diaphorase resazurin coupled fluorescence. inhibition, % at 20 µM;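 active means inhibition above about 35% when tested at 20 µM, limit read from the data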;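 further: plate controls were DMSO wells with enzyme for no effect and DMSO wells lacking enzyme for full effect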
# Target sequence (Q2TB90 whole entry, looked up): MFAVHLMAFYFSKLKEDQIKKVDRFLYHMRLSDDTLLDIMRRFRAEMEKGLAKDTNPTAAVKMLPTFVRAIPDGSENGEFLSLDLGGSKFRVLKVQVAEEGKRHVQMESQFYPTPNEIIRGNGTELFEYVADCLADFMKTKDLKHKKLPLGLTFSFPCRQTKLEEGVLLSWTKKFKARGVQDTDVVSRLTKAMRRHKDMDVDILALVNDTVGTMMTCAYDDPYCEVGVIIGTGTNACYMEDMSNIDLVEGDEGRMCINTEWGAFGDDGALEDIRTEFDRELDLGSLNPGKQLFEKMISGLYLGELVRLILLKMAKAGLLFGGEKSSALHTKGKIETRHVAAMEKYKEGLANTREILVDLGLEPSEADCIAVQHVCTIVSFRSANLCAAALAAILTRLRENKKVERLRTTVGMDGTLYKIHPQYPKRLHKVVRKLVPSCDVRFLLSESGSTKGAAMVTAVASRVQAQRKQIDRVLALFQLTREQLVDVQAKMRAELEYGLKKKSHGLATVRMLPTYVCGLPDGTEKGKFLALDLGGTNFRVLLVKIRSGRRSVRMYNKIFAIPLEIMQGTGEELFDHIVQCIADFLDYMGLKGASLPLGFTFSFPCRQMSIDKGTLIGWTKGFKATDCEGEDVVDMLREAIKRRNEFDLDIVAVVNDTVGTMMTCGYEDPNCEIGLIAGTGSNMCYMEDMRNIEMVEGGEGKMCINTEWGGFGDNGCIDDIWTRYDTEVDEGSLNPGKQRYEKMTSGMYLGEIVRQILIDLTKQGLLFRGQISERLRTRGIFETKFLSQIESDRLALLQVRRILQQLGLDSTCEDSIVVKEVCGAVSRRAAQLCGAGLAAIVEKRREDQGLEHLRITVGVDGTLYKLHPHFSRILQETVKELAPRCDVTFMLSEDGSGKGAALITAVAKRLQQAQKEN
#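 Test system: Recombinant HKDC1 (HK5) hexokinase enzyme, produced in-house | Input: HKDC1 at 5 µg/mL | Buffer or medium: Tris pH 8.0 buffer with MgCl2, Tween-20, BSA, BME | Schedule: 90 min reaction incubation at room temperature, dark | Technique: Resazurin-to-resorufin fluorescence via G6PDH and diaphorase coupling, 525/613 nm | Controls: DMSO wells with and without enzyme mix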
# hIAP activ – human IAP activators, primary screen, biochemical, luminescence, uHTS; activation factor at 10 µM; purified human IAP, CDP-Star luminescence, 30 min; active compounds read high; 1 = vehicle-only enzyme, 0 = enzyme-free background; actives 0.16% (n = 330,000); Intestinal-type alkaline phosphatase (Homo sapiens), P09923; AID 2524, 2010;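 active means activation factor of the enzyme at least 2-fold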; further: the source names both 10 and 20 µM as test concentration; values of inactives mirror those of a sister screen read the other way
# The depositor's hits bear a star; . = no result given.
SMILES,PfG6PD inh,hIAP block,ATG4B inh,mIAP inh,APOBEC3A inh,mIAP activ,HKDC1 inh,hIAP activ
COc1ccc(NC(=S)NCC2CCN(c3ccc(OC)cc3)C2)cc1 (stereo not given),6,7,11,-15,0,1.2,-4,0.93
Cc1coc2c1c(C)cc1oc(=O)c(CC(=O)NCCCCCC(=O)O)c(C)c12,-6,-1,-5,5,-7,0.95,4,1
CC(C)CN=c1cc(-c2ccccc2)oc2ccc(Cl)cc12,-15,6,7,5,3,0.95,-2,0.94
COc1ccc(NC(=O)CSc2nc3scc(C)c3c(=O)[nH]2)cc1,5,0,3,-1,-1,1,-4,1
Cc1ccc2[nH]cc(C(=O)NCc3cccs3)c(=O)c2c1,16,20,0,3,0,0.97,-9,0.8
CC(C)(C)n1nc2c(c1NC(=O)c1ccco1)CS(=O)C2 (stereo not given),-13,10,0,-4,2,1,-3,0.9
C=CCn1c(=O)c(C(=O)NCCN(CC)CC)c(O)c2ccccc21,-7,-18,3,5,0,0.95,3,1.2
Cc1ccc(NNC(=S)Nc2ccc(C(C)C)cc2)c(C)c1,28,17,-1,14,-4,0.86,5,0.83
O=C(Nc1ccccc1)OC1CCCCc2cccnc21 (stereo not given),16,-8,-2,-1,5,1,-4,1.1
O=C(NN1C(=O)/C(=C/c2ccc(O)c([N+](=O)[O-])c2)SC1=S)c1ccccc1Cl,5,35*,18,25,3,0.75,12,0.65
CCc1c(C(=O)Nc2cc(C(=O)OC)ccc2C)csc1C,11,0,-4,-1,-5,1,-7,1
CC12CCC(C(=O)NCC3CCCO3)(OC1=O)C2(C)C (stereo not given),-4,2,4,-13,-2,1.1,-3,0.98
CC(=O)N1CCN(c2ccc([N+](=O)[O-])c(NCc3cccnc3)c2)CC1,2,8,4,-3,-9,1,3,0.92
CCC(C)(C)NS(=O)(=O)c1cc(CN2C(=O)c3cccnc3C2=O)ccc1OC,-7,0,-2,-5,1,1.1,6,1
CCc1ccc(NC(=O)c2ccccc2NC(=O)C2CCCO2)cc1 (stereo not given),17,9,-6,-1,0,1,-3,0.91
C=CCn1c(N)c(C(=O)NCCC2=CCCCC2)sc1=S,69*,-10,1,18,2,0.82,-1,1.1
N#C/C(=C\c1ccccc1[N+](=O)[O-])C(=O)Nc1ccc(S(N)(=O)=O)cc1,1,2,-2,14,-4,0.86,7,0.98
Cc1ccc2oc(=O)c3cnn(CC(=O)Nc4cc(-c5cccc(F)c5)no4)c3c2c1,-3,-2,-7,-3,1,1,0,1
COc1ccccc1C(=O)Oc1ccccc1C(=O)Nc1ccccc1,-7,15,-8,1,-1,0.99,0,0.85
CCOc1cc(C2CC(=O)Nc3cc(C)c(C)cc32)ccc1O (stereo not given),-5,-19,-4,-8,-4,1.1,3,1.2
COc1cc(C)nc(N2CCCC(C(=O)NCC(C)C)C2)n1 (stereo not given),-16,9,-5,-6,-4,1.1,4,0.91
Cc1cc(C)c(NC(=O)CS(=O)CC(=O)N2CCN(c3ccc(F)cc3)CC2)c(C)c1 (stereo not given),1,0,-10,-4,1,1,-11,1
CCn1c(CSc2nncn2-c2ccc(OC)cc2)nc2cc(S(=O)(=O)N(C)C)ccc21,4,23,-7,7,3,0.93,-3,0.77
CC(C)(C)N(Cc1ccccc1)C(=O)CSc1nc2ccccc2c(=O)[nH]1,-23,9,3,-1,-3,1,9,0.91
COc1ccc(Cc2nc(C(=O)Nc3ccc(Cl)cc3)cs2)cc1,22,-2,-5,2,1,0.98,6,1
CCC1CCC2(CC1)NC(=O)N(CC(=O)NCc1ccc(Cl)cc1)C2=O (stereo not given),-7,-22,1,-7,2,1.1,-5,1.2
Cc1ccc2c(c1)C(O)(C1COC(C)(C)CC1=O)C(=O)N2C (stereo not given),-15,2,1,5,-3,0.95,3,0.98
Oc1ccc(C(=S)N2CCCCC2)cc1,13,-3,-1,-22,9,1.2,-11,1
COn1c(=O)c(-c2cccc(Br)c2)[n+]([O-])c2ccccc21,-6,14,0,-2,-4,1,-2,0.85
Cc1oc(-c2ccc3ccccc3c2)nc1CN(C)C(C)c1ccncn1 (stereo not given),6,12,-4,5,-3,0.95,-5,0.88
Cc1ccc(-c2c3c(=O)n(C)c(=O)n(C)c3cn2-c2ccccc2O)cc1,13,-29,-14,-7,-3,1.1,-3,1.3
COCCNc1oc(-c2ccccc2Cl)nc1C#N,10,6,-3,-3,-2,1,2,0.94
CCCCCCCCNC(=O)/C(C#N)=C/c1ccc(SC)cc1,13,-1,2,6,4,0.94,-9,1
Cc1ccc(NC(=O)CN(C)C(=O)c2n[nH]c(=O)c3ccccc23)cc1,-10,-2,9,-3,-2,1,-4,1
COc1cc2cc(C(=O)N3CCN(c4ccccc4OC)CC3)[nH]c2cc1OC,11,12,-19,2,-2,0.98,-4,0.88
Cc1ccc(NC(=S)N(CCCN2CCC(C)CC2)Cc2ccco2)cc1C,-4,-15,12,2,1,0.98,-6,1.2
Cc1cccc(C)c1NC(=O)C(NC(=O)c1ccccn1)c1ccc([N+](=O)[O-])cc1 (stereo not given),-5,-24,-4,4,0,0.96,7,1.2
CCOC(=O)c1c(-c2ccccc2)nc2ccc(Cl)cn12,12,24,26,5,-1,0.95,5,0.76
COC(=O)c1ccc(NC(=O)CSc2nncn2-c2ccccn2)cc1,-4,20,-3,11,-3,0.89,-5,0.8
CN1CCC(=NNC(=O)CN(c2cccc(Br)c2)S(C)(=O)=O)CC1,18,18,-1,3,0,0.97,-9,0.81
COc1ccc(CC(=O)OC(C)CN2CCCCC2)cc1 (stereo not given),-5,1,-3,1,3,0.99,-3,0.99
O=C(CNCc1ccco1)Nc1cccc(S(=O)(=O)N2CCCCC2)c1,20,-20,-6,-7,-3,1.1,-2,1.2
Cc1cc(Oc2ccc(Cl)cc2)nc(-c2ccccc2O)n1,3,1,-5,-4,5,1,-5,0.99
Clc1ccc(-c2cc(CN3CCCCC3)no2)cc1Cl,1,-9,10,3,-4,0.97,-3,1.1
CC1CN(C(=O)Cn2cc(S(=O)(=O)CC(=O)N(C)c3ccccc3)c3ccccc32)CC(C)O1 (stereo not given),11,-15,-3,-2,-3,1,-9,1.2
N#Cc1c(-c2ccccc2)nc(N2CCN(Cc3ccccc3)CC2)[nH]c1=O,-21,12,2,-6,7,1.1,3,0.88
Cc1ccc2[nH]c3c(=O)n(CC(=O)N4CCN(C)CC4)ncc3c2c1,-4,13,-4,2,-1,0.98,1,0.87
CN[C@@H](C)C(=O)NC[C@H]1O[C@@H](n2cnc3c(N)ncnc32)[C@H](O)[C@@H]1O,9,.,-10,-8,2,1.1,-5,.
O=C(Nc1cccc2ccccc12)C1CCN(C(=O)NCc2ccccc2)CC1,-7,7,6,-16,1,1.2,11,0.93
COc1ccc(-c2nn(C)c3sc(C(=O)NCc4ccco4)cc23)cc1OC,-6,-9,-2,-8,-8,1.1,-2,1.1
O=C(COC(=O)Cc1ccccc1[N+](=O)[O-])NNC(=O)c1ccc([N+](=O)[O-])cc1,-10,-11,1,-14,-3,1.1,-2,1.1
O=C(NNC1=Nc2ccccc2SC1)c1ccccc1F,-11,-46,-12,-9,-6,1.1,11,1.5
Cc1cc(OC(=O)c2ccccc2Cl)ccc1N1C(=O)CCC1=O,8,-2,5,9,-1,0.91,16,1
O=C(Nc1ccc(Cl)cc1)c1cc2nc(C3CC3)cc(C(F)(F)F)n2n1,-7,9,3,7,5,0.93,-1,0.91
Cc1ccc(NC(=O)CNC(C)c2ccccc2)cc1 (stereo not given),-7,-8,4,-8,-3,1.1,-4,1.1
CN1C(=O)/C(=C/c2cccc([N+](=O)[O-])c2)C(=O)N1c1ccccc1,16,-18,0,-5,-6,1,2,1.2
COc1cccc(NC(=O)C2CCN(S(=O)(=O)c3ccc4c(c3)N(C(C)=O)CCO4)CC2)c1,-9,-57,1,-8,-1,1.1,-3,1.6
O=C(O)/C=C/c1cn(Cc2ccccc2)nc1-c1cccs1,7,-8,-1,-6,3,1.1,-5,1.1
O=C(OCn1nnc2ccccc2c1=O)C1=COCCO1,-3,5,6,-4,3,1,0,0.95
Cn1cc(C(=O)N/N=C/c2cccc(O)c2)ccc1=O,-7,-3,1,0,0,1,-8,1

# A different layout for part of the listing above:
# Every second line gives: PfG6PD inh | hIAP block | ATG4B inh | mIAP inh | APOBEC3A inh | mIAP activ | HKDC1 inh | hIAP activ
> Cc1ccc2[nH]c3c(=O)n(CC(=O)N4CCN(C)CC4)ncc3c2c1
 : -4 | 13 | -4 | 2 | -1 | 0.98 | 1 | 0.87
> CN[C@@H](C)C(=O)NC[C@H]1O[C@@H](n2cnc3c(N)ncnc32)[C@H](O)[C@@H]1O
 : 9 | . | -10 | -8 | 2 | 1.1 | -5 | .
> O=C(Nc1cccc2ccccc12)C1CCN(C(=O)NCc2ccccc2)CC1
 : -7 | 7 | 6 | -16 | 1 | 1.2 | 11 | 0.93
> COc1ccc(-c2nn(C)c3sc(C(=O)NCc4ccco4)cc23)cc1OC
 : -6 | -9 | -2 | -8 | -8 | 1.1 | -2 | 1.1
> O=C(COC(=O)Cc1ccccc1[N+](=O)[O-])NNC(=O)c1ccc([N+](=O)[O-])cc1
 : -10 | -11 | 1 | -14 | -3 | 1.1 | -2 | 1.1
> O=C(NNC1=Nc2ccccc2SC1)c1ccccc1F
 : -11 | -46 | -12 | -9 | -6 | 1.1 | 11 | 1.5
> Cc1cc(OC(=O)c2ccccc2Cl)ccc1N1C(=O)CCC1=O
 : 8 | -2 | 5 | 9 | -1 | 0.91 | 16 | 1

# More entries follow.
SMILES,PfG6PD inh,hIAP block,ATG4B inh,mIAP inh,APOBEC3A inh,mIAP activ,HKDC1 inh,hIAP activ
N#CC1(NC(=O)COC(=O)CNC(=O)c2sc3ccccc3c2Cl)CCCCC1,-12,7,-21,0,-1,1,-1,0.93
C=CCn1c2ccccc2c2nnc(SCc3[nH]c(=O)[nH]c3C(=O)CCCCC(=O)OCC)nc21,6,-23,0,13,-2,0.87,0,1.2
COCCCNC(=O)C1CCN(c2nc(C)cc(C)n2)CC1,-14,-11,13,15,-1,0.85,-7,1.1
O=C(Nc1ccc(Cl)c(S(=O)(=O)N2CCOCC2)c1)c1ccc(Cl)nc1,5,-9,-8,-6,-1,1.1,0,1.1
CCOC(=O)c1oc2nc3c(cc2c1N)CCCC3,19,6,-4,16,1,0.84,6,0.94
Cc1nc(CNC(=O)C2CCC(=O)N(CCc3ccc(Cl)cc3)C2)sc1C (stereo not given),-2,-2,-1,8,-4,0.93,-2,1
COc1nc(OC)nc(N2CCC(NC(=O)C(Cc3ccc(C(C)C)cc3)NC(C)=O)CC2)n1 (stereo not given),0,-12,-3,-14,-4,1.1,-8,1.1
Cn1nc(C(F)(F)F)c(/C=N/OC(=O)c2ccccc2)c1SCc1ccc(Cl)cc1,-7,2,-6,6,-2,0.94,-4,0.97
O=C(C[C@H]1C/C=C\C[C@@H](Cc2ccc(F)cc2)C(=O)O[C@@H](c2ccccc2)CNC1=O)NCCO,8,-15,-16,-7,0,1.1,-4,1.1
CCOc1ccc2c(c1)c(=O)c(S(=O)(=O)c1ccc(CC)cc1)cn2C,-3,-7,1,10,-1,0.9,-3,1.1
